hcGAS lum = blocks human cGAS activity. AID 1259398. inhibition, % at 12.5 µM. recombinant h-cGAS, ATP depletion, Kinase-Glo luminescence. 290,000 tested, 0.081% active;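 note: 0% = vehicle reaction and 100% = reaction without DNA for no activity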
Target sequence (Q8N884 whole entry, looked up): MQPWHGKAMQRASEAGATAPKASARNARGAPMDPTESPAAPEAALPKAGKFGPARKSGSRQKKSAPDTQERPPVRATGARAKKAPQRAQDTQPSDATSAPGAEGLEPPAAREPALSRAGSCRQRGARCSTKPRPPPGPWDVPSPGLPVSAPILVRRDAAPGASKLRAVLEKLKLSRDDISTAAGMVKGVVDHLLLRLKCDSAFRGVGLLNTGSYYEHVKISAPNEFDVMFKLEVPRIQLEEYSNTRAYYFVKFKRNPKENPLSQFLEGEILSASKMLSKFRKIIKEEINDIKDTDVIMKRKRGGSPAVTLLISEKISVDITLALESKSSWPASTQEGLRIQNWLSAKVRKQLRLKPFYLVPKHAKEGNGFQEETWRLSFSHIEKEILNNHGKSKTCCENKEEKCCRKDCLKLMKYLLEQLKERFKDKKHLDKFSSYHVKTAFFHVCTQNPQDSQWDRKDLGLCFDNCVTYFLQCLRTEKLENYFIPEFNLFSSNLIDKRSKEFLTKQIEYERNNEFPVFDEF
mcGAS inh = mouse cGAS inhibition by luminescence; recombinant cGAS, Kinase-Glo ATP depletion luminescence; inhibition, % at 12.5 µM; 160,000 tested, 0.15% active; Q8C6L5;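 note: 0% = negative control wells and 100% = reference inhibitor with no enzyme activity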
NPYLR7 ag = mosquito NPYLR7 agonism. 270,000 tested, 0.15% active. HEK293T NPYLR7/Galpha15, GCaMP6s calcium fluorescence. activation, % at 10 µM; in the data active = activation above about 40%;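 note: 0% = vehicle and 100% = reference agonist at the receptor; some compounds past the cut are filed as inactive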
* = called active by the depositor; x = no result given; & = joins results of further samples. Cut-off read from the data, not from the text of the source, unless noted: active = inhibition above about 40%; inactive = the rest.

#1 Cc1ccc(OCCCNCCN)c(Br)c1
#2 O=C(CSc1nc2c(c(=O)n1-c1ccc(Cl)cc1)SCC2)NCCc1ccccc1
#3 CC(NC(=O)CCCC[C@@H]1SC[C@@H]2NC(=O)N[C@@H]21)c1cc(F)c(Cl)cc1Cl (stereo partly specified)
#4 COc1cc2c(cc1OC)CN(C(=O)Nc1cccnc1-n1cccn1)CC2
#5 O=C(NCCc1ccc(Cl)cc1)N1CCN(c2ccccc2)CC1
#6 N#Cc1nccnc1Oc1ccccc1I
#7 Cc1ccc2oc(=O)n(CCOc3ccc(Cl)cc3)c2c1
#8 O=C(O)c1ccc(CSc2nc(-c3ccccc3)cc(N3CCN(Cc4ccccc4)CC3)n2)o1

Compound	1	2	3	4	5	6	7	8
hcGAS lum	-2	-5	-1	-5	-15	-6	2	-3
NPYLR7 ag	-1	-1	0	1	2	6	10	14
mcGAS inh	-13	-8	x	x	-9	-10	-7	-4

#9 COc1cc(C(=O)Nc2ccncc2)cc(OC)c1Br
#10 C=CCOC(=O)C1=C(C)N=c2sc(=Cc3cc(OC)ccc3OC)c(=O)n2C1c1cccs1 (stereo unspecified)
#11 Cc1cc(Cl)cc2c3c([nH]c12)CCC(NC(=O)CC1C[C@@H]2CC[C@H]1C2)C3 (stereo partly specified)
#12 O=c1[nH]c(=O)c2sc3nc(-c4ccco4)cc(C(F)(F)F)c3c2[nH]1
#13 O=C(CN1CCCN(C(=O)c2cccc(Cl)c2)CC1)NC(=O)NC1CC1
#14 O=C(NCC1CCCN(C(=O)C2=CCCC2)C1)c1ccccc1Cl (stereo unspecified)
#15 COCCOCC(=O)N1CCC(n2c(C(F)(F)F)nc3ccccc32)CC1
#16 CO[C@H]1C[C@H](O[C@H]2[C@H](C)[C@@H](OC3O[C@H](C)C[C@H](N(C)C)[C@H]3O)[C@@H](C)C[C@]3(CO3)C(=O)[C@H](C)[C@@H](O)[C@@H](C)[C@@H](C)OC(=O)[C@@H]2C)O[C@@H](C)[C@@H]1O (stereo partly specified)

Compound	9	10	11	12	13	14	15	16
hcGAS lum	-9	-5	-5	10	13	-2	10	-2&-4
NPYLR7 ag	10	-4	27	-9	-4	-1	6	-1&-4
mcGAS inh	-5	-7	-2	10	x	-4	1	x

#17 CCC(C)N(Cc1c(-c2ccc(F)cc2)noc1N1CCOCC1)CC(O)COCc1ccccc1 (stereo unspecified)
#18 COc1ccc(S(=O)(=O)N2CCC(C(NC(=O)c3cccc(OC)c3)C(=O)NCC(C)C)CC2)cc1 (stereo unspecified)
#19 C/C=C\COC1CCCN(C(=O)c2ccco2)C1 (stereo unspecified)
#20 CN1CCNC(=O)C12CCN(C(=O)[C@]13CC[C@](C)([C@@H](O)C1)C3(C)C)CC2
#21 Cc1ccc2c(c1)c(CNC(=O)C1CNCC(=O)N1)nn2C (stereo unspecified)
#22 Oc1ccccc1Nc1nc2ccccc2n2nnnc12
#23 O=S(=O)(c1ccc2c(c1)OCCCO2)N1CCCC(c2nc3ccccc3s2)C1 (stereo unspecified)
#24 Cc1ccc(S(=O)(=O)c2c(C)nn(C(C)(C)C)c2OC(=O)c2ccco2)cc1

Compound	17	18	19	20	21	22	23	24
hcGAS lum	-3	-6	-4	-7	-8	-7	-4	-4
NPYLR7 ag	8	12	-2	6	5	1	-3	-1
mcGAS inh	-6	-8	-4	x	x	-2	x	-6

#25 COc1ccc2c(c1)CC(CNC(=O)c1ccc(OC)c(OC)c1)O2 (stereo unspecified)
#26 CC(NC(=O)c1cc(NC(=O)c2ccc(-c3ccccc3)cc2)ccc1N1CCCCC1)c1ccccc1 (stereo unspecified)
#27 CCN1CCN(C(=O)C(C)N2C(=O)COc3ccc(C(=O)COc4ccccc4)cc32)CC1 (stereo unspecified)
#28 COc1cc2ccccc2cc1C(=O)N(CCN(C)C)c1nc2c(F)cc(F)cc2s1
#29 COc1ccc(C2C(C(C)=O)=C(C)Nc3ncnn32)cc1 (stereo unspecified)
#30 CN(CCOc1cccc(F)c1)C(=O)c1cccnc1N1CCCC1
#31 Cc1cc(C)nc(SCc2cc(=O)c(OC(=O)c3ccc(Cl)cc3Cl)co2)n1
#32 CCN(Cc1ccc(Br)s1)C(=O)c1ccc(=O)[nH]c1

Compound	25	26	27	28	29	30	31	32
hcGAS lum	-2	-8	-2	-7	-6	-6	-7	-18
NPYLR7 ag	16	-10	x	-4	-3	-3	-12	3
mcGAS inh	-2	-4	-6	-7	x	x	0	x

#33 O=C(NCCCn1nc(-c2ccncc2)ccc1=O)c1ccccc1
#34 Cc1cc(C)c(N=Nc2c(C)[nH]n(-c3nc(-c4ccc(Br)cc4)cs3)c2=O)c(C)c1
#35 C1CCN(CC2CCCCN2)CC1 (stereo unspecified)
#36 CC1C(=O)N2CCCc3cc(NC(=O)C(=O)NCC4CCN(S(C)(=O)=O)CC4)cc1c32 (stereo unspecified)
#37 COc1ccc(Nc2nccc3[nH]c(-c4cnn(C)c4)cc23)cc1OC
#38 Cc1nc2cc(C(F)(F)F)ccc2n1C1CCN(C(=O)CCC2CCCC2)CC1
#39 CCOC(CCCNc1ncnc2sc3c(c12)CCC3)OCC
#40 O=C(NCO)c1cccnc1

Compound	33	34	35	36	37	38	39	40
hcGAS lum	-5	1	7	-8	-2	2	-6	-1
NPYLR7 ag	9	-6	x	0	22	-1	22	9
mcGAS inh	x	-5	0	x	-4	2	-7	-4

#41 COCCCN(Cc1nc(C(=O)OC)cs1)C(=O)Nc1ccccc1C(F)(F)F
#42 COc1cc(NCc2ccc3c(c2)OCCCO3)ncn1
#43 Cc1cn2c3c(=O)[nH]c(=O)n(C)c3nc2n1CCc1ccccc1
#44 COc1ccc(-c2cc(C(=O)O)c3c(C)nn(C4CCS(=O)(=O)C4)c3n2)cc1 (stereo unspecified)
#45 CC1=NC2=C(C(=O)CC(c3ccc(Cl)cc3)C2)C(c2ccccc2)C1C(=O)OCc1ccccc1 (stereo unspecified)
#46 COC1(C)CC(N(C)C(=O)NCC2CCN(C3CC3)C2)C1(C)C (stereo unspecified)
#47 O=C(N=Nc1c(O)[nH]c2ccccc12)c1ccccc1I
#48 CC1=NC2=C(C(=O)CC(C)(C)C2)C(c2ccc(F)cc2)C1C(=O)Nc1ccccc1 (stereo unspecified)

Compound	41	42	43	44	45	46	47	48
hcGAS lum	2	-5	-5	-10	-4	-6	8	-2
NPYLR7 ag	-14	8	9	0	3	1	1	0
mcGAS inh	0	-17	x	x	-6	x	-5	-7

#49 Cc1ccsc1CN(C)C(=O)c1cnn2ccn(C)c12
#50 O=CN1CCCN(c2nc3nonc3nc2NC2CCCC2)CC1
#51 O=C(COc1ccccc1)Nc1cccc(C2SCC(=O)N2c2ccc(C(F)(F)F)cc2)c1 (stereo unspecified)
#52 O=C(Nc1nnc(-c2ccccc2Cl)o1)c1cc2cc([N+](=O)[O-])ccc2s1
#53 O=C(NCCc1cccs1)C1CCN(S(=O)(=O)c2ccc(F)c(F)c2)CC1
#54 CC(C)N(CC(=O)Nc1cc(C(C)(C)C)nn1-c1ccc(Cl)c(Cl)c1)C(=O)c1ccccc1Cl
#55 Cc1cn2c3c(=O)n(CCN4CCOCC4)c(=O)n(C)c3nc2n1CCc1ccccc1
#56 CCn1ccc(C(=O)Nc2nnc(-c3ccco3)o2)n1

Compound	49	50	51	52	53	54	55	56
hcGAS lum	-6	-8	3	4	-2	6	-7	9
NPYLR7 ag	x	15	-7	0	-1	-12	13	0
mcGAS inh	-15	x	1	x	-3	1	x	x

#57 O=C(c1cc(-c2ccccc2F)nc2cc(-c3ccccc3)nn12)N1CCN(Cc2ccccc2)CC1
#58 Cc1ccc(C2=C(Cl)S(=O)(=O)c3cc(C)ccc32)cc1
#59 COc1ccc(/C=C/C2C(S(=O)(=O)N3CCN(C(C)=O)CC3)CON2C)cc1 (stereo unspecified)
#60 Cc1cc(C(c2ccc(C)o2)c2ccc(C)o2)c(O)c([N+](=O)[O-])c1
#61 CC(C)CN(CC(=O)Nc1cc(C(C)(C)C)nn1-c1ccccc1Cl)C(=O)c1ccc(Br)cc1
#62 O=C(c1ccco1)N1C[C@H](Oc2ccccn2)[C@H]2C[C@@H]1CC[C@H]2O
#63 CC1CCN(CCCNS(=O)(=O)c2cc(Cl)cc(Cl)c2)CC1
#64 CN(C)C1Cc2ccccc2N(C(=O)c2cc(-c3ccccn3)no2)C1 (stereo unspecified)

Compound	57	58	59	60	61	62	63	64
hcGAS lum	2&4	-5	-5	-2	-4	0	-5	-7
NPYLR7 ag	-10&6	9	x	-4	-4	23	5	-2
mcGAS inh	-4&-1	x	-5	x	-6	-8	-7	x

#65 O=S(=O)(C1CC1)N1CCC(c2cccc(C(F)(F)F)c2)CC1
#66 CC(C)(C)OC(=O)NC1(CN)CCCCCC1
#67 CC(=O)NCCNC(=O)C1(C)Cc2c(-c3cccc(C(N)=O)c3)ccnc2O1 (stereo unspecified)
#68 O=C(CN(CCN1CCOCC1)C(=O)Nc1ccc(F)c(F)c1)N(Cc1ccc(F)cc1)Cc1ccco1
#69 CC(C)COCC(O)CN1CCN(c2ccc(NC(=O)C(C)C)cn2)CC1 (stereo unspecified)
#70 O=c1oc2c(Br)c(O)c(Br)cc2s1
#71 O=[N+]([O-])c1cc2c(c([N+](=O)[O-])c1)NCCC2
#72 O=C(c1ccc2snnc2c1)N1CCOC(COCc2ccccc2F)C1 (stereo unspecified)

Compound	65	66	67	68	69	70	71	72
hcGAS lum	-8	-12	-2	-10	-7	41*	-9	-3
NPYLR7 ag	x	-2	4	0	8	-3	7	28
mcGAS inh	-6	x	-6	-7	x	76*	x	-8

Brought forward from above: four entries, followed by the next part.
#69 CC(C)COCC(O)CN1CCN(c2ccc(NC(=O)C(C)C)cn2)CC1 (stereo unspecified)
#70 O=c1oc2c(Br)c(O)c(Br)cc2s1
#71 O=[N+]([O-])c1cc2c(c([N+](=O)[O-])c1)NCCC2
#72 O=C(c1ccc2snnc2c1)N1CCOC(COCc2ccccc2F)C1 (stereo unspecified)
#73 COc1ccc2c(c1)-c1sc(C(=O)NCC(F)(F)C(F)(F)F)cc1CC2
#74 NC(=O)C1CCN(C(=O)c2ccc(S(=O)(=O)NCCc3ccccc3)o2)CC1
#75 COc1cccc(C(=O)N(CC(=O)N(CCc2ccc(OC)c(OC)c2)Cc2ccc(C)s2)C(C)C)c1
#76 O=C(NCCNC(=O)[C@H]1CCCN1S(=O)(=O)/C=C/c1ccccc1)c1ccc(F)cc1
#77 CC12CCC(c3nc4cc(Cl)ccc4nc31)C2(C)C (stereo unspecified)
#78 CNC(=O)Cc1ccccc1NC(=O)C1=Cc2cc(Br)ccc2OC1
#79 CCCNC(=O)C1(C)CCCN(Cc2cccc(Oc3ccccc3)c2)C1 (stereo unspecified)
#80 O=S(Cc1csc(-c2ncccn2)n1)CC1CCCCO1 (stereo unspecified)

Compound	69	70	71	72	73	74	75	76	77	78	79	80
hcGAS lum	-7	41*	-9	-3	-11	-1	1	-6	-9	-4	0	-5
NPYLR7 ag	8	-3	7	28	4	-5	3	-18	18	-1	6	9
mcGAS inh	x	76*	x	-8	-8	x	-5	-1	-10	x	-2	x

#81 CC(C)NC(=O)CNC(=O)C1(c2ccccc2F)CC1
#82 Cc1ccc(CN(C)C(C(=O)N(C)C)c2ccccc2)c(C)c1 (stereo unspecified)
#83 O=C(COc1cc(Cl)ccc1Cl)NC1CCc2ccccc21 (stereo unspecified)
#84 Cc1ccc(CSc2nc(N)c(NC(=O)c3ccco3)c(=O)[nH]2)cc1
#85 O=C(c1cc(-n2cccc2)ccc1O)N1CCCC(Cn2ccnc2)C1 (stereo unspecified)
#86 COc1ccc(-c2nn(-c3ccccc3)cc2CN2CCN(CC(=O)N(C)C)CC2)c(F)c1
#87 Cc1ccc(-n2c(Cc3ccccc3)nnc2SCCCC(=O)NC(c2ccccc2)c2ccccc2)cc1
#88 CC1CC(NC(=O)c2cc3c(=O)n4ccccc4nc3n2C)CC(C)(C)C1 (stereo unspecified)

Compound	81	82	83	84	85	86	87	88
hcGAS lum	-2	-5	-4	-6	-2	-5	4	-6
NPYLR7 ag	3	8	6	2	4	-5	-11	-2
mcGAS inh	x	x	x	-8	-19	-3	1	-4

#89 CC(CS(C)(=O)=O)C(=O)NC(c1ccccc1F)C1CCCC1 (stereo unspecified)
#90 CCOC(=O)C(Cc1ccccc1)NC(=O)N1CCN(c2c3c(nc4ncnn24)CCCC3)CC1 (stereo unspecified)
#91 CCc1cccc2c(C(CC(=O)NCCCOC)c3cccc4c3OCO4)c[nH]c12 (stereo unspecified)
#92 CCOc1ccccc1N1CCN(C(=O)C2CCC2)C(C)C1=O (stereo unspecified)
#93 Cc1ccccc1Oc1cc(N2CCN(C(=O)Cc3cccs3)C(C)C2)ncn1 (stereo unspecified)
#94 CCCN(CC#Cc1ccccc1)c1nc(C)nc2oc(C)nc12
#95 O=C(O)c1ccc(C2CCN(C(=O)C3CCOCC3)C2)cc1 (stereo unspecified)
#96 Cc1cc(C)c(CCNS(=O)(=O)CC2CCOCC2)c(C)c1

Compound	89	90	91	92	93	94	95	96
hcGAS lum	-9	6	2	-5	-3	-5	0	-6
NPYLR7 ag	4	2	2	10	-9	3	3	-1
mcGAS inh	x	3	1	-5	-6	x	x	x

Assay outcomes: PubChem BioAssay, Fisher Drug Discovery Resource Center
